Source: PubChem BioAssay (National Center for Advancing Translational Sciences (NCATS))
RXFP1 agonist – activates the human relaxin receptor RXFP1; HEK293T-RXFP1 cAMP TR-FRET, 30 min; response scale: percent of porcine relaxin response, buffer zero; 370,000 compounds, 0.3% hits; Potency, µM (doses to about 57.5 µM), without a hit: at the highest dose activation, hits mostly activators; AID 2676; Q9HBX9; also: potency is read from the fitted curve at half-maximal effect; % is scaled to controls: 0 for no effect and ±100 for the full control effect; nearly all actives have a fitted effect of over 60% in size; many of its hits are not listed in these tables
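cAMP rise read by TR-FRET after 30 min, 37C compound exposure (up to 58 uM) in RXFP1-transfected HEK293 cells with Ro 20174 present. EC50 from Hill-equation fits, with 29 nM porcine relaxin as 100% and buffer as basal.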
Vif-A3F inh – Vif-A3F binding inhibition; AID 602313; Potency, µM (highest dose often 46.1 µM), for the others: at the top dose activity, negative = active; HeLa A3F-eYFP + Vif (tagged APOBEC3F with the HIV-1 protein that degrades it), YFP fluorescence increase; 390,000 compounds, 0.2% hits; also: potency is read from the fitted curve at half-maximal effect; % of control where 0% means no effect; nearly all actives have a fitted effect of over 65% in size
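HeLa cells stably expressing Vif plus C-terminally eYFP-tagged A3F were seeded, incubated overnight at 37 deg C, dosed with compound, incubated overnight again at 37 deg C. Yellow fluorescence (Ex 488/Em 500-530) reported blocked Vif-mediated A3F-eYFP degradation.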
D1 potentiator – human D1 dopamine receptor positive modulation; P21728; HEK293 TREx D1 cells, calcium flux, dopamine EC20 potentiation; potentiation, % at 10 µM; 360,000 compounds, 0.036% hits; AID 504651; in the data active = potentiation above about 30%; also: 0% is about no effect
Target sequence (P21728 whole entry, looked up): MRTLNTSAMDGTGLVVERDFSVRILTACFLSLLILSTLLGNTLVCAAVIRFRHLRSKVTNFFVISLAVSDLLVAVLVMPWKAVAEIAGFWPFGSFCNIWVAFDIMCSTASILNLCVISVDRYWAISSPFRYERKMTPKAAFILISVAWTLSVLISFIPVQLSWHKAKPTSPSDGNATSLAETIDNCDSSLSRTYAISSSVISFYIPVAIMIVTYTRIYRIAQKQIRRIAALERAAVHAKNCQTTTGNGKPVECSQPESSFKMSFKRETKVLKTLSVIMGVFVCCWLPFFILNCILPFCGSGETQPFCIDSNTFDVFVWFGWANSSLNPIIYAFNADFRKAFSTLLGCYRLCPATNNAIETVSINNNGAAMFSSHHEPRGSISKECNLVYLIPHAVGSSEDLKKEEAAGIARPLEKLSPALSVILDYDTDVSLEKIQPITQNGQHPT
RXFP1 antag – antagonists of human relaxin receptor RXFP1; HEK293-RXFP1, relaxin-stimulated cAMP HTRF, 30 min; active compounds read low; activity change, negative = inhibition, % at 57.5 µM; 350,000 compounds, 0.59% hits; AID 1259400;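 active = activity change of -60% or lower, but not beyond a set lower limit; inconclusive = change between -60% and -40%, or beyond the set limit; inactive = change above -40%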; also: % is scaled to controls: 0 for no effect and ±100 for the full control effect
D2 potentiator – positive allosteric modulators of human D2 dopamine receptor; potentiation, % at 10 µM; P14416; HEK293 T-REx D2, calcium flux, EC20 dopamine potentiation; AID 485347; 340,000 compounds, 0.34% hits;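 active = potentiation over 3 SD above the plate norm, cut at about 30% in these data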; also: 0% is about no effect
Target sequence (P14416 whole entry, looked up): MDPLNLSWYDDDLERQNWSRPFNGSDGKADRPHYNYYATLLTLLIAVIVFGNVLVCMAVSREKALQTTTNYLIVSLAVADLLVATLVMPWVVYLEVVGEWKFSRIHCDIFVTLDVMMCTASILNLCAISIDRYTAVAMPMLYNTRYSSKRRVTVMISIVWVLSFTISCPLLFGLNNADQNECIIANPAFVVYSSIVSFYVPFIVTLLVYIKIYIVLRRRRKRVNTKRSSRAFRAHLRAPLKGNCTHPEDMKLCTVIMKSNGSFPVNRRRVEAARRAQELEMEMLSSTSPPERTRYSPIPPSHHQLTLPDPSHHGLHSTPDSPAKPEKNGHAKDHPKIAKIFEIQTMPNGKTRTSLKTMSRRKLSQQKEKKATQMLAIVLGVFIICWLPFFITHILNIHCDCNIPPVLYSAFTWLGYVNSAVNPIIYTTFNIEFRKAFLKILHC
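Calcium flux readout, no-wash dye, 1 read/s. Inducible HEK293 Trex D2 line, overnight 30 C. Compound alone 180 s (agonist flags), then EC20 dopamine, another 180 s to score potentiation.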
GRP78 ERSR act – ER stress response induction in glioma; Potency, µM, for the others: at the highest dose activation, hits mostly activators; U87-MG GRP78 promoter luciferase reporter, 16 h; 420,000 compounds, 0.02% hits; AID 602332; also: potency is read from the fitted curve at half-maximal effect; series mostly up to about 76 µM; % of control where 0% means no effect; nearly all actives have a fitted effect of over 35% in size
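ERSR induction read as luciferase luminescence (Bright-Glo, 10 min at room temperature) in stably transfected human U87-MG glioma cells exposed to compounds for 16 h, using GRP78 as sensor.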
D1 ag – agonists of human D1 dopamine receptor. HEK293 T-REx D1 cells, calcium flux, agonist mode. activation, % at 2 µM. 360,000 compounds, 1% hits. P21728; in the data active = activation above about 30%; also: 0% is about no effect
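Inducible HEK293 T-REx D1 cells, force-coupled to calcium signalling, were plated at 4000 cells/well with tetracycline and held overnight at 30 C. After no-wash calcium dye loading, compound-evoked calcium rise over 180 s flagged agonists.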
D1 antag – antagonists of human D1 dopamine receptor. P21728. HEK293 TREx D1 cells, calcium flux, dopamine EC80; active compounds read low. activity change, negative = inhibition, % at 10 µM. 360,000 compounds, 3.2% hits. AID 504652; in the data active = activity change below about -30%; also: % is scaled to controls: 0 for no effect and ±100 for the full control effect
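HEK293 T-REx cells expressing inducible, force-coupled D1 receptor; no-wash Ca dye, 30–90 min RT. Cmpd → 180 s read at 1 Hz → EC80 DA → 180 s read.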
Vif-A3G inh – Vif-A3G binding inhibition; HeLa A3G-eYFP + Vif (tagged APOBEC3G with the HIV-1 protein that degrades it), YFP fluorescence, overnight; Q9HC16; 410,000 compounds, 0.076% hits; AID 602310; Potency, µM (series often up to 46.1 µM), for inactives: top-dose activity, negative = active, usual class: inhibitors;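 also: potency is read from the fitted curve at half-maximal effect; % is scaled to controls: 0 for no effect and ±100 for the full control effect; nearly all actives have a fitted effect of over 60% in size; hits raise eYFP signal because A3G escapes Vif-driven loss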
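Read-out is eYFP fluorescence (Ex 488/Em 500-530) from Vif-expressing HeLa A3G-eYFP cells; more signal means A3G escaped Vif-mediated degradation. Cells plated overnight, compound pinned in, incubated overnight at 37 deg C.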
* = called active by the depositor; ? = inconclusive; . = not tested or not shown. Unless noted, calls follow the shape of the dose curve; as a rule, active = well fitted curve in the direction sought with a large enough effect; inconclusive = small, poorly fitted or top-dose-only effect, or another doubt; inactive = no such curve, though single readings can be large; an effect the other way counts as inactive or inconclusive. Only part of the results is shown; the hit share may differ from the screen's.

SMILES	RXFP1 agonist	Vif-A3F inh	D1 potentiator	RXFP1 antag	D2 potentiator	GRP78 ERSR act	D1 ag	D1 antag	Vif-A3G inh
Cc1ccc(NC(=O)CSC2=C(C#N)C(c3ccc4c(c3)OCO4)C3=C(CCCC3=O)N2)c(C)c1 (configuration not stated)	3.1%	3%	-3	-15	-9	-5%	3	-6	0%
COc1ccc(/C(O)=C2\C(=O)C(=O)N(CCN(C)C)C2c2cc(OC)c(OC)c(OC)c2)c(C)c1 (configuration not stated)	-0.2%	0%	-10	-5	4	-8%	2	6	-3%
Cc1ccc(S(=O)(=O)N(CC(=O)N/N=C/c2cccc3c2OCCO3)c2ccccc2F)cc1	0.1%	4%	-3	-15	-11	-8%	11	-6	-7%
CN(Cc1ccccc1)CC1C2CCC(C2)C1O (configuration not stated)	.	-12%	.	-11	.	3%	.	.	7%
O=C(N/N=C/C(Br)=C/c1ccccc1)c1ccccc1F	0.5%	?	-5	-1	-1	-7%	1	-25	?
C#CCOCCOCCOCCNc1nc(N2CCN(C(=O)[C@H]([C@@H](C)CC)n3cc([C@@H](N)CC(C)C)nn3)CC2)nc(N2CCN(C(=O)[C@H]([C@@H](C)CC)n3cc([C@@H](N)CC(C)C)nn3)CC2)n1	-0.2%	0%	5	.	5	-3%	-1	-9	0%
CC1CN(C(=O)Nc2cccc(C(F)(F)F)c2)CC(C)O1 (configuration not stated)	-0.4%	-11%	-5	-3	-1	-5%	2	12	3%
CCN1C=C(C(=O)OC)C(c2cccc(C)c2)C(C(=O)OC)=C1	5.7%	.	-9	-23	-4	-5%	3	13	-7%
c1ccc(-c2cc3c(N4CCN(c5ccccc5)CC4)ncnc3s2)cc1	?	10%	-5	0	-9	0%	1	10	-8%
CCCCNC(=O)N1c2ccccc2CC1C (configuration not stated)	2.5%	-7%	-1	-1	-2	0%	3	7	-11%
Cc1ccc2nc(N3C(=O)CNC3=S)sc2c1	3.0%	?	-6	-14	-2	-6%	6	-7	-22%
Cc1ccc(Nc2nnc(SCC3CCCCO3)s2)cc1 (configuration not stated)	-1.3%	4%	-4	-26	11	3%	9	-3	-1%
CCOC(=O)C1CCN(S(=O)(=O)c2ccc3[nH]c(=O)ccc3c2)CC1	23%	-7%	-6	-2	-2	-4%	5	-5	2%
Cc1ccc(C(=O)OCC(=O)Nc2ccc(N3CCOCC3)cc2)cc1	1.1%	6%	4	-8	-1	-3%	2	5	1%
O=C(Nc1cc(S(=O)(=O)N2CCOCC2)ccc1N1CCOCC1)c1ccccc1F	3.1%	-9%	4	-3	-14	-2%	0	-1	4%
CCc1ccc(N(C(=O)CCC(=O)Nc2cc(C)on2)C(C(=O)NC2CCCC2)c2ccco2)cc1 (configuration not stated)	-5.0%	-17%	-2	1	11	-1%	2	0	1%
O=C(CN1CCN(S(=O)(=O)c2cccc(F)c2)CC1)Nc1ccnn1C1CCCC1	0.1%	0%	-8	-8	-2	-5%	3	-16	-1%
COc1cc(NC(=O)CCc2nnc3ccc(N4CCCC4)nn23)cc(OC)c1OC	2.1%	-11%	1	26	10	-2%	1	13	-1%
CCn1c(O)c(C=Nc2ccccc2)sc1=S	1.6%	-19%	4	4	12	2%	1	13	-8%
Cc1cccc(C(C)C)c1NC(=O)COC(=O)CCN1C(=O)C2CC=CCC2C1=O (configuration not stated)	4.3%	-5%	-9	-14	.	-1%	8	1	1%
COc1ccc(/C(O)=C/C(=O)C(=O)NNC(=O)c2ccccc2)cc1	-1.1%	-7%	-3	-22	1	7%	3	-11	-7%
CCOc1ccc(C(=O)CCC(=O)N2CCN(S(=O)(=O)c3cccc(F)c3)CC2)cc1	-0.4%	6%	-4	-1	12	-4%	7	-7	-11%
N#Cc1ccc(-c2ccccc2)nc1SCC(=O)c1cc2ccccc2oc1=O	11%	?	0	1	9	6%	5	-11	-5%
CN1CCCc2cc(C=O)ccc21	-1.0%	.	3	7	5	-2%	1	-4	2%
CN(CCC#N)C(=O)COc1ccc(Br)cc1Cl	0.4%	0%	1	1	11	-4%	-1	12	-1%
CC(C)c1ccc(/C=N/N2CCCCC2)cc1	-0.9%	0%	4	-16	-5	7%	4	11	-4%
COc1ccccc1C1c2ccc3ccccc3c2Oc2ncn(CCN(C)C)c(=N)c21 (configuration not stated)	2.0%	-38%	1	-79*	-9	0%	18	5	?
O=C(c1ccccc1F)N1CCN=C1SCc1cccnc1	-0.4%	-1%	.	.	11	-3%	1	10	0%
CN1CCN(C(=O)CNC(=O)c2cccs2)CC1	.	5%	.	-17	.	0%	.	.	0%
Cn1/c(=N\NC(=O)c2ccccc2Cl)sc2ccccc21	-3.6%	4%	4	2	1	-3%	1	-3	1%
Cc1cc(C)n(-c2nc3ccccc3nc2Nc2ccc(CC(=O)O)cc2)n1	0.5%	-14%	.	.	-5	-1%	2	-25	-5%
Nc1ccn(CC(=O)NCCCc2ccccc2)c(=O)n1	0.0%	3%	5	.	-12	-2%	0	.	2%
Cc1ccc(S(=O)(=O)NCC(=O)NCC(=O)N(C)Cc2ccc(Br)s2)cc1C	.	-2%	.	12	.	0%	.	.	2%
CCc1ccc(-c2nc(SCC(=O)N(CC)C3CCS(=O)(=O)C3)n[nH]2)cc1 (configuration not stated)	0.7%	-6%	-1	-8	3	1%	2	-2	1%
O=C1c2cccc3c(Nc4ccccc4Cl)c([N+](=O)[O-])cc(c23)C(=O)N1CCO	0.3%	3%	3	-1	19	-2%	2	-3	8%
O=C(Nc1ccccn1)c1ccc2c(c1)S(=O)(=O)c1ccccc1C2=O	?	0%	-4	.	13	-3%	0	-12	-4%
COc1c(OC)c(O)c2c(=O)cc(-c3c(O)cccc3O)oc2c1OC	-0.5%	-17%	-5	1	5	4%	-5	-12	-14%
c1ccc(CCC2Cc3ccccc3N2)cc1 (configuration not stated)	2.6%	3%	-3	.	-2	1%	-3	.	1%
CN1CCN(S(=O)(=O)c2cccc(S(=O)(=O)c3ccc(Cl)c(Cl)c3)c2)CC1	-1.3%	-2%	-5	1	7	-5%	7	-53*	-2%
CC1CCc2c(sc(NC(=O)COC(=O)c3ccc(NC(=O)CC#N)cc3)c2C#N)C1 (configuration not stated)	-1.5%	?	3	?	1	8%	0	-11	-7%
COC(=O)C1CCN(Cc2cc(=O)oc3cc(OC)ccc23)CC1	2.5%	0%	-8	-8	-13	5%	3	-5	0%
CCOc1ccc(OCc2ccc(C(=O)NC(C)(C)C)o2)cc1	2.7%	1%	-8	1	2	-1%	6	-11	-6%
COCCNC(=O)C(OC(=O)CC1Sc2ccccc2NC1=O)c1ccncc1 (configuration not stated)	1.1%	-10%	2	0	3	0%	-1	7	-4%
CCc1nc2cccnc2n1-c1ccc(CC(=O)Nc2ccc(C)cc2)cc1	2.3%	-5%	-4	-1	1	0%	0	4	3%
O=C(N=C1SC2CS(=O)(=O)CC2N1c1ccccc1)c1ccccc1 (configuration not stated)	.	-4%	.	7	.	-4%	.	.	1%
COc1ccc(Cl)cc1C(=O)Nc1ccc(OCC(=O)N2CCOCC2)cc1	-0.5%	-12%	3	-1	6	-1%	1	19	-4%
C/C(=N\NC(=O)c1ccoc1C)c1cccc2ccccc12	-2.7%	13%	0	-2	5	1%	-4	7	0%
CC1CCc2sc(C(=O)Nc3nnc(SCc4ccc(F)cc4)s3)cc2C1 (configuration not stated)	1.5%	-8%	0	-5	-8	0%	2	5	0%
CCN(CC)C(=O)c1ccc(C(=O)c2ccccc2)cc1	-2.1%	-9%	-4	-6	-3	3%	2	15	-5%
S=c1[nH]nc(-c2ccncc2)n1/N=C/c1ccccc1Cl	3.0%	-6%	-1	3	7	-3%	7	8	0%

In a second layout: 2 of the compounds above.
CC1CCc2sc(C(=O)Nc3nnc(SCc4ccc(F)cc4)s3)cc2C1 (configuration not stated)
  RXFP1 agonist: 1.5% | Vif-A3F inh: -8% | D1 potentiator: 0 | RXFP1 antag: -5 | D2 potentiator: -8 | GRP78 ERSR act: 0% | D1 ag: 2 | D1 antag: 5 | Vif-A3G inh: 0%

CCc1nc2cccnc2n1-c1ccc(CC(=O)Nc2ccc(C)cc2)cc1
  RXFP1 agonist: 2.3% | Vif-A3F inh: -5% | D1 potentiator: -4 | RXFP1 antag: -1 | D2 potentiator: 1 | GRP78 ERSR act: 0% | D1 ag: 0 | D1 antag: 4 | Vif-A3G inh: 3%

(cont.)
SMILES	RXFP1 agonist	Vif-A3F inh	D1 potentiator	RXFP1 antag	D2 potentiator	GRP78 ERSR act	D1 ag	D1 antag	Vif-A3G inh
C[C@@H]1CN([C@@H](C)CO)S(=O)(=O)c2ccc(-c3ccc(C(=O)N(C)C)cc3)cc2O[C@@H]1CN(C)Cc1ccccc1C(=O)O	.	5%	.	-6	.	-4%	.	.	1%
Cc1cccc(OCc2nnc(SCC(=O)Nc3nccs3)o2)c1	-0.4%	0%	-4	-2	6	1%	2	-1	9%
CCOC(=O)c1c(CC(C)C)csc1NC(C)=O	2.7%	-12%	-7	-3	3	7%	2	-8	-1%
CC(=O)Nc1ccc(C2Sc3ccccc3NC3=C2C(=O)c2ccccc23)cc1 (configuration not stated)	-0.3%	1%	2	-3	-13	5%	-2	-13	-15%
COc1ccc(OC)c(N=C2C(=O)Nc3ccccc32)c1	-0.1%	4%	-8	3	-2	-4%	-1	-1	-5%
COC(=O)c1sccc1NC(=S)N1CCN(c2ccc(F)cc2)CC1	0.2%	7%	1	.	-3	1%	1	1	-7%
Cc1ccc(S(=O)(=O)NNc2nnc(C)c(=O)[nH]2)cc1	-0.4%	-2%	9	8	6	0%	0	-4	0%
O=C(CSc1ccc(Cl)cc1)N1N=CCC1c1ccccc1 (configuration not stated)	1.5%	1%	-4	-19	-4	0%	-1	-3	-1%
O=C(CNC(=O)c1ccc(F)cc1)NCc1ccc(S(=O)(=O)N2CCOCC2)cc1	-1.2%	?	1	5	9	-2%	3	-1	2%
CC(NC(=O)Nc1ccc(Cl)cc1)C1CCCO1 (configuration not stated)	-2.8%	-10%	-1	6	7	2%	0	-19	0%
